Bioassay records from PubChem.
FEN1 inh – human FEN1 inhibition; P39748; Recombinant FEN1 flap cleavage, fluorescence, 15 min; Potency, µM (titrated, usually from 114 µM), for the others: top-dose activity change, negative = inhibition, actives largely listed as inhibitors; 0.35% of 390,000 active; AID 588795; note: nearly all actives have a fitted effect of over 65% in size
Target sequence (P39748 whole entry, looked up): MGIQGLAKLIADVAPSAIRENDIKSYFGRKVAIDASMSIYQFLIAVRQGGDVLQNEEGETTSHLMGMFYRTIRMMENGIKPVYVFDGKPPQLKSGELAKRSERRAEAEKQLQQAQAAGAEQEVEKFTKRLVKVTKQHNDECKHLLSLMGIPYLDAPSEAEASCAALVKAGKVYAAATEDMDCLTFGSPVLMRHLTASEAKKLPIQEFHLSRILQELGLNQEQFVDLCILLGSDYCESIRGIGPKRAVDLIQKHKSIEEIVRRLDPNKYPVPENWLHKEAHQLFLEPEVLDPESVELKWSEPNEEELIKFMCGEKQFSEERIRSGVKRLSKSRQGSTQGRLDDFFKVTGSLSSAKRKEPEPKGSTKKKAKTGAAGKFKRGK
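Concentration–response screening of FEN1 (10 nM): 15 min compound preincubation at room temperature, reaction started with 50 nM substrate and read at 0 and 15 min. Corrected, normalized data were fitted by a four-parameter Hill equation.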
N370S GC – inhibitors or activators of N370S glucocerebrosidase for Gaucher disease. P04062. N370S GC spleen homogenate, 4MU-glucoside fluorescence. Potency, µM (highest dose often 59.4 µM), inactives show top-dose activity change, negative = inhibition, actives largely listed as inhibitors. 0.092% of 330,000 active;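 note: 0% = full enzyme activity and -100% = no enzyme basal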
TDP1 inh – inhibitors of human tyrosyl-DNA phosphodiesterase TDP1. 0.28% of 350,000 active. Potency, µM (titrated, usually from 130 µM), for inactives: top-dose activity change, negative = inhibition, usual class: inhibitors. AID 485290. Q9NUW8. recombinant TDP1, AlphaScreen DNA substrate cleavage; note: nearly all actives have a fitted effect of over 40% in size
Target sequence (Q9NUW8 whole entry, looked up): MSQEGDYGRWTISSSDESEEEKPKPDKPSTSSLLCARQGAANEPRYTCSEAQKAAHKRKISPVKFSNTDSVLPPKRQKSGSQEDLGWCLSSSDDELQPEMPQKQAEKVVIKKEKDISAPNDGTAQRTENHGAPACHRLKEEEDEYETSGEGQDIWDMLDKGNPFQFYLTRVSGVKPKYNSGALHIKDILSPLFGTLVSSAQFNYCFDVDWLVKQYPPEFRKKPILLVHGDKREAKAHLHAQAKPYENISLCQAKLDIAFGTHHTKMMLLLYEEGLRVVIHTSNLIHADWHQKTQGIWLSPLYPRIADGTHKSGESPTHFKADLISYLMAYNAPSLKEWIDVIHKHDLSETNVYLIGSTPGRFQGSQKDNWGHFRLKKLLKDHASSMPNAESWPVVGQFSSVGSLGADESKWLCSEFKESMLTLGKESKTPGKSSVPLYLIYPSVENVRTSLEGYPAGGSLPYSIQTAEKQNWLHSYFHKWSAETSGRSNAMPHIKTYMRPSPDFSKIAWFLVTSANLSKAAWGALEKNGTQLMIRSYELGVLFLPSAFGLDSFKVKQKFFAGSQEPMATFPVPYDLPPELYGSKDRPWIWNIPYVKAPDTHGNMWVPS
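Enzyme-compound mixtures sat 15 min at room temperature, followed by a 5 min reaction with 15 nM final substrate and 10 min with AlphaScreen beads. Recombinant human Tdp1 was used at 1 nM final.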
* = called active by the depositor; u = inconclusive; x = not tested or not shown; [ ] = dose if it differs, or a comment. Calls come from the whole dose curve; as a rule, active = well fitted curve in the direction sought with a large enough effect; inconclusive = small, poorly fitted or top-dose-only effect, or another doubt; inactive = no such curve, though single readings can be large; an effect the other way counts as inactive or inconclusive. Unless noted, % is set by controls: 0 for no effect and ±100 for the full control effect; potency is the fitted concentration of half-maximal effect.

SMILES	FEN1 inh	N370S GC	TDP1 inh
O=C(Nc1ccccc1)c1ccc(NC2CCCCC2)c(S(=O)(=O)N2CCOCC2)c1	-17%	10%	0%
O=C(NCc1ccccc1Cl)C(=O)NCC1OCCN1S(=O)(=O)c1ccc(F)cc1 (stereo not given)	1%	-19%	0%
Cn1c(-c2ccc(F)cc2)cnc1SCC(=O)N1CCCCC1	6%	27%	1%
CC1CCCC(C)N1C(=O)Cn1cnc2cc([N+](=O)[O-])ccc2c1=O (stereo not given)	-7%	3%	2%
Cc1nc2ccccc2c(=O)n1Cc1ccc([N+](=O)[O-])cc1	-13%	-1%	5%
Cc1ccn2cc(CC(=O)O)nc2c1	6%	-6%	x
O=C1CC2(CCCCC2)Oc2ccc(O)cc21	-20%	5%	2%
COC(=O)C1C(=O)NCC1c1ccccc1 (stereo not given)	-2%	6%	3%
CCC(CC)C(=O)Nc1cccc(-c2nc3cccnc3s2)c1C	2%	x	4%
Cc1cc(C)[n+](-c2ccc(C(C)C)cc2)c2[nH]c(=O)[nH]c(=O)c12	8%	u	-3%
Cc1ccc(Nc2nc(=O)c3cc([N+](=O)[O-])ccc3s2)cc1	-2%	-13%	x
CCC(C)NC(=O)CC(c1ccccc1)c1cc(C)ccc1O (stereo not given)	-14%	-1%	5%
COc1ccc(C2Nc3ccccc3C(=O)N2Cc2ccccc2)cc1COc1ccc([N+](=O)[O-])cc1 (stereo not given)	8%	x	2%
COc1ccc(S(=O)(=O)Nc2c(C)nn(C)c2C)cc1Br	7%	x	-3%
c1coc(CN2CN=C(Nc3nc4ccccc4s3)NC2)c1	2%	7%	9%
CCN(CC)CCn1c(NCc2ccco2)nc2ccccc21	3%	1%	5%
Cc1ccc(CNC(=O)C(Cc2ccccc2)NS(=O)(=O)c2ccc(Br)s2)cc1 (stereo not given)	-10%	u	8%
O=C(O)c1ccc(N/N=C/c2ccc(F)c(F)c2)cc1	-5%	4%	2%
O=C(CN1CCN(c2cccc(Cl)c2)CC1)NC1CCCc2ccccc21 (stereo not given)	-24%	1%	x
COCCN(C(=O)COC(=O)c1cccc2ccccc12)c1c(N)n(Cc2ccccc2)c(=O)[nH]c1=O	-2%	-9%	1%

By substructure: the entries above with four or more nitrogen atoms
SMILES	FEN1 inh	N370S GC	TDP1 inh
CC1CCCC(C)N1C(=O)Cn1cnc2cc([N+](=O)[O-])ccc2c1=O (stereo not given)	-7%	3%	2%
c1coc(CN2CN=C(Nc3nc4ccccc4s3)NC2)c1	2%	7%	9%
CCN(CC)CCn1c(NCc2ccco2)nc2ccccc21	3%	1%	5%
COCCN(C(=O)COC(=O)c1cccc2ccccc12)c1c(N)n(Cc2ccccc2)c(=O)[nH]c1=O	-2%	-9%	1%

The listing continues:
SMILES	FEN1 inh	N370S GC	TDP1 inh
COc1cccc(CN2CCN(Cc3cc(OC)c(OC)cc3[N+](=O)[O-])CC2)c1	4%	1%	-9%
Cn1cc(CC(=O)NCCCN2CCOCC2)c2ccccc21	16%	-5%	-2%
N#Cc1nc(COc2ccccc2F)oc1NCCCn1ccnc1	-1%	20%	4%
C#CCNC(=O)C1=C[C@@H](c2coc3ccccc3c2=O)C[C@@H](OCc2ccc(CO)cc2)O1	-4%	12%	-1%
CC(=O)N1CCc2ccc(S(=O)(=O)N3CCN(C)CC3)cc21	3%	3%	3%
COc1ccccc1-n1ccnc1SCC(=O)NC(C)(C)C	7%	4%	2%
COc1cc(OC)c(NC(=O)c2cc3c(s2)-c2ccc(Cl)cc2SC3)cc1Cl	-11%	x	0%
C=CCN1C(=O)c2ccc(C(=O)N(C)CC(=O)Nc3ccc(Br)cc3C)cc2C1=O	9%	-24%	8%[0.505 µM]
Cc1ccc(S(=O)(=O)Nc2nc3ccccc3nc2N2CCc3ccccc3C2)cc1	-16%	4%	-6%
O=C(O)c1cc2ncc(-c3[nH]ncc3[N+](=O)[O-])cn2n1	-6%	-3%	-14%
c1ccc(-c2cncnc2)cc1	-8%	x	-1%
O=C(Nc1nc2ccccc2s1)C1CC(=O)N(c2ccccc2)C1 (stereo not given)	-3%	-3%	1%
O=C(CSc1nc2c([nH]c3ccccc32)c(=O)n1-c1ccccc1)N1CCCc2ccccc21	16%	x	-4%
c1ccc(CCNCC2COc3ccccc3O2)cc1 (stereo not given)	-18%	-3%	x
Cc1cc(C)c2c(=O)cc(C(=O)Nc3ccccc3C(F)(F)F)oc2c1	14%	x	5%
COc1ccc2c(c1)OC[C@H]1[C@H]2N2C(=O)CN(CCc3c[nH]c4ccccc34)C(=O)[C@@]2(C)[C@H]1c1ccccc1	4%	x	5%
Cc1cc(C)cc(NC(=O)COC(=O)COc2ccc(N(C)S(=O)(=O)c3cccs3)cc2)c1	3%	x	0%
CC1Cc2c(-c3ccccc3)nc3c(c2CO1)CN(CCOc1ccccc1)CC3 (stereo not given)	x	-2%[12.8 µM]	9%[21 µM]
COC(=O)c1cccc(NC(=O)NC2CCCN2S(=O)(=O)c2ccc(Cl)cc2)c1 (stereo not given)	4%	-8%	5%
CC1(C)N=C(c2ccc(F)cc2)C(=O)N1CC(=O)Nc1ccccc1Cl	-4%	x	3%

Grouped by structure, those above with fluorine.
SMILES	FEN1 inh	N370S GC	TDP1 inh
O=C(NCc1ccccc1Cl)C(=O)NCC1OCCN1S(=O)(=O)c1ccc(F)cc1 (stereo not given)	1%	-19%	0%
Cn1c(-c2ccc(F)cc2)cnc1SCC(=O)N1CCCCC1	6%	27%	1%
O=C(O)c1ccc(N/N=C/c2ccc(F)c(F)c2)cc1	-5%	4%	2%
N#Cc1nc(COc2ccccc2F)oc1NCCCn1ccnc1	-1%	20%	4%
Cc1cc(C)c2c(=O)cc(C(=O)Nc3ccccc3C(F)(F)F)oc2c1	14%	x	5%
CC1(C)N=C(c2ccc(F)cc2)C(=O)N1CC(=O)Nc1ccccc1Cl	-4%	x	3%

(listing goes on)
SMILES	FEN1 inh	N370S GC	TDP1 inh
Cc1cccc(NC(=O)CSc2nccn2Cc2ccc(F)cc2)c1C	6%	x	5%
COc1ccccc1C(=O)Nc1cccc(OCc2cc(=O)n3ccccc3n2)c1	6%	x	5%
CC(=O)c1nn(-c2ccc(OC(F)(F)F)cc2)nc1Nc1ccc(Cl)cc1	-6%	x	0%
CC(=O)N1CCc2c(sc3c2c(=O)n(-c2ccc(F)cc2)c(=O)n3Cc2cc(C)ccc2C)C1	7%	x	-3%
C#Cc1ccc([C@@H]2C=C(C(=O)N3CCN(Cc4ccccc4)CC3)O[C@H](OCCCCO)C2)cc1	x	-15%	9%
Cc1oc(-c2cccc(Cl)c2)nc1CN(C)C1CCOC1 (stereo not given)	-2%	0%	-8%
Cc1cc(C(=O)NCCc2ccc(Cl)cc2)c2ccccc2n1	-2%	-6%	3%[0.0935 µM]
CC(C)C(=O)Nc1ccc(O)c(-c2csc(N)n2)c1	10%	6%	3%
CCOc1ccc(NC(=O)CCc2c(C)nc3cc(-c4ccc(Cl)cc4)nn3c2C)cc1	-6%	x	5%
O=C(NCCc1ccccc1)c1c[nH]c2c(F)cccc2c1=O	-6%	u	x
Cc1csc(=O)n1CC(=O)Nc1ccc(Cl)cc1F	-8%	x	0%
O=C(O)CSCC(=O)N1CCN(Cc2ccc3c(c2)OCO3)CC1	4%	-1%	x
CCCn1c(-c2ccc(F)cc2)nc2c(NC(C)CCCN(CC)CC)nc(C)nc21 (stereo not given)	x	-2%	4%
Cc1nn(C)c(C)c1NC(=O)c1ccccc1NC(=O)Nc1ccccc1	-6%	1%	4%
CCCC/C=C/C(NC(=O)c1ccccc1)c1ccccc1 (stereo not given)	x	16%	-4%
CCSc1nnc(NC(=O)CSc2nccn2-c2cc(C)cc(C)c2)s1	0%	7%	9%
Cc1ccc(NC(=O)CS(=O)CC(=O)NCC2CCCO2)cc1 (stereo not given)	-6%	-2%	0%
c1ccc(CSc2nnc(-c3ccncc3)o2)cc1	-3%	-16%	4%
COc1cccc(NC(=O)CSc2nc(=O)n(Cc3ccccn3)c3c2CCC3)c1	-8%	x	0%
CCOC(=O)c1c(S(=O)(=O)N2CCCC(C(=O)Nc3ccc(C)cc3C)C2)c(C)n(CC)c1C (stereo not given)	-7%	x	5%
CCOc1ccccc1NC(=O)CS(=O)(=O)c1cn(CC(=O)N2CCOCC2)c2ccccc12	1%	-6%	3%
NC(=O)C1CCN(C(=O)COc2ccc(S(=O)(=O)NC3CCCC3)cc2)CC1	-1%	-25%	1%
Cc1ccc(S(=O)(=O)NCC(C)n2cncn2)cc1 (stereo not given)	12%	-4%	1%
Cc1nn(C(C)(C)C)c(OC(=O)C2CCCC2)c1S(=O)(=O)c1ccccc1	2%	17%	-6%
CC1=NN(c2ccccc2)C(=O)/C1=C/c1c(O)n(-c2ccc(F)c(Cl)c2)[nH]c1=O	u	-5%	9%
CCN(CC(=O)Nc1ccc(NC(C)=O)cc1)C(=O)/C=C/c1ccc2c(c1)OCO2	-1%	0%	x
O=C(Nc1ccccc1)N1N=C(c2ccc(F)cc2)CC1c1ccc(F)cc1 (stereo not given)	-4%	17%	3%
CC(C)(C)OC(=O)Cn1c(=O)cnc2ccccc21	2%	2%	4%
COC(=O)Cn1cnc(=O)c(C#N)c1/C=C/N(C)C	-5%	4%	0%
CCC(C(=O)O)n1cnc2scc(-c3ccc(C)c(C)c3)c2c1=O (stereo not given)	22%	-2%	x
Cc1c(C)c(C)c2[nH]c(-c3ccc4c(c3)OCO4)nc2c1C	2%	-9%	x
C1CCc2nnnn2CC1	x	-5%	3%
Cc1ccc(CN2CCCCC2C(=O)Nc2ccc(Oc3cccnc3)cc2)o1 (stereo not given)	7%	-7%	6%[56.1 µM]
C=CCn1c(COc2cccc(C)c2)nnc1SCC(=O)c1c[nH]c2c(CC)cccc12	-2%	-7%	3%
CC1CCCCN1CCCNC(=O)c1cc(Sc2ccc(Cl)cc2)nc2ccccc12 (stereo not given)	13%	x	5%
O=C(Nc1ccccc1)Nc1nncs1	-1%	4%	3%
Cc1cccnc1NC(=S)NC(=O)/C=C/c1ccccc1	-1%	12%	-2%
Cc1ccc(N(CC(=O)NCc2ccc(F)cc2)C(=O)c2csnn2)c(C)c1	-3%	-2%	3%
O=C(Nc1ccccc1Cl)c1cccc(NC(=O)C2C3CC4OC(=O)C2C4C3)c1 (stereo not given)	-9%	1%[12.8 µM]	1%
COc1ccccc1N1C(=O)c2cccc3c(N(C)CCO)ccc(c23)C1=O	-15%	-7%	3%

Just N370S GC and FEN1 inh (two entries from above):
Compound,N370S GC,FEN1 inh
Cc1ccc(S(=O)(=O)NCC(C)n2cncn2)cc1 (stereo not given),-4%,12%
Cc1ccc(CN2CCCCC2C(=O)Nc2ccc(Oc3cccnc3)cc2)o1 (stereo not given),-7%,7%

(cont.)
SMILES	FEN1 inh	N370S GC	TDP1 inh
CCc1cc(C(=O)NNC(=O)CCN2CCN(c3ccccc3)CC2)sc1C	-5%	-4%	4%
C[N+]1(CCCOC(=O)C2(c3ccccc3)CCCC2)CCOCC1	7%	-3%	0%
COc1cccc(-c2onc3ccc(C(=O)/C=C/N(C)C)cc23)c1	u	-8%	x
COc1ccccc1CNC(=O)C(NC(=O)c1ccccc1)C(C)C (stereo not given)	5%	-1%	-3%
CN(C)S(=O)(=O)c1cccc(NC(=O)COC(=O)C2CCN(C(=O)c3ccc(F)cc3)CC2)c1	-2%	x	1%
O=Cc1c[nH]c2ccc(C(=O)c3ccccc3)cc12	1%	0%	x
COCCCNC(=O)c1cc(C(=O)Cc2ccccc2)c[nH]1	17%	-2%	2%
Cc1cc(C)c(C)c(S(=O)(=O)N2CCN(C(=O)c3ccccc3OCc3c(C)noc3C)CC2)c1C	1%	x	3%
COc1ccccc1NS(=O)(=O)c1cc(NC(=O)CN2C(=O)NC3(CCCC3)C2=O)ccc1C	-1%	-7%	-8%
CCOC(=O)c1c(C)[nH]c2cc(Br)c(O)cc12	-1%	2%	3%
COc1cc(N(C(=O)Cc2cccs2)C(C(=O)NC2CCCCC2)c2cccc(OC)c2OC)ccc1-n1cnnn1 (stereo not given)	-6%	-5%	2%
CC1CCCC(NC(=O)COC(=O)c2n[nH]c3ccccc23)C1C (stereo not given)	-15%	x	0%
CCOC(=O)N1CCN(C(=O)c2ccc(N(C)S(=O)(=O)c3ccc(C)cc3)cc2)CC1	-11%	1%	5%
CCC(Sc1nc(C)cc(C)n1)C(=O)NC1=NN=C(c2ccc(C)cc2)CS1 (stereo not given)	0%	-2%	6%
CS(=O)(=O)N(CC(=O)N1CCN(c2cccc(Cl)c2)CC1)c1cccc(F)c1	12%	-3%	1%
CC(NC(=O)COC(=O)C1CC2CCCC(C1)C2=O)c1ccccc1 (stereo not given)	21%	x	0%
COc1ccc2c(c1)O[C@H](c1ccc3c(c1)OCO3)[C@@H](OC(=O)NCc1ccc3c(c1)OCO3)C2=O	x	-6%	7%
Cc1cccc(NC(=S)Nc2cccc(C)n2)n1	3%	13%	-5%
CC(=O)OC(COC1C[C@@H]2CC[C@@]1(C)C2(C)C)C[N+]1(C)CCCCC1 (stereo not given in full)	-1%	-14%	3%
CCOc1ccccc1N(CC)C(=O)c1nn(C)c2c1CSc1ccccc1-2	-1%	-3%	1%
CC(C)=CCN1CCN(Cc2ccc(C#CC(C)(C)O)cc2)CC1CCO (stereo not given)	2%	-8%	0%
COc1ccc(SCCc2ccncc2)cc1	5%	-7%	-8%
